TrxR1 substrate: rat thioredoxin reductase 1 substrate activity; purified TrxR1 substrate turnover, NADPH consumption readout; Potency, µM (highest dose often 114 µM), for inactives: top-dose activity change, negative = substrate turnover; 390,000 compounds, 0.01% hits; AID 588456; note: potency is the fitted concentration of half-maximal effect; % is set by controls: 0 for no effect and ±100 for the full control effect; nearly all actives have a fitted effect of over 50% in size
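Rat TrxR1, dispensed at 90 nM, was prereduced with 400 uM NADPH (final) for 5 min at ~22 deg C, then incubated with compound 15 min before 400 uM selenite. A first-read NADPH fluorescence drop versus no-compound background flagged substrates.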
mIDH1 inhibitor: human IDH1 R132H inhibition | IDH1-R132H enzyme, NADPH consumption, diaphorase/resazurin fluorescence | Potency, µM (top dose mostly 76.6 µM), inactives show top-dose activity change, negative = inhibition, most hits filed as inhibitors | 390,000 compounds, 0.093% hits | AID 602179; note: potency is the fitted concentration of half-maximal effect; % is set by controls: 0 for no effect and ±100 for the full control effect; nearly all actives have a fitted effect of over 65% in size
Target sequence (O75874 whole entry R132H, stated change not applied): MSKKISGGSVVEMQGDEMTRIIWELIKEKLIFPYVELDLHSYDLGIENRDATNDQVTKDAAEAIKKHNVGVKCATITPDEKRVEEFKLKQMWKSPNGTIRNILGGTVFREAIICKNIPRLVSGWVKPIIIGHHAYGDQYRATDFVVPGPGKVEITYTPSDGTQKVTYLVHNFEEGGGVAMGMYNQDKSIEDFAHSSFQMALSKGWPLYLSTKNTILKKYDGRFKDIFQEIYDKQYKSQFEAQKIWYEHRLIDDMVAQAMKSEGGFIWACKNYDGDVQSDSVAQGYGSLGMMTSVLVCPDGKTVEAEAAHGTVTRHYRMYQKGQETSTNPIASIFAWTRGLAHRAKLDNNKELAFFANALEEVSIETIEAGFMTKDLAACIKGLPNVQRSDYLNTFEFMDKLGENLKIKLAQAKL
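IDH1-R132H (0.5 ug/mL dispensed) in pH 7.5 Tris buffer was preincubated 30 min with compound, then given a substrate mix of 0.016 mM NADPH and 2 mM alpha-KG for 80 min at room temperature; remaining NADPH was read by diaphorase/resazurin fluorescence.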
TRHR PAM: TRH receptor (human) allosteric enhancement | 360,000 compounds, 0.66% hits | enhancement, % at 2 µM | AID 493056 | P34981 | TRHR cells, fluo-8 calcium fluorescence, EC20 TRH enhancement; in the data active = enhancement above about 30%; note: 0% is about no effect
Target sequence (P34981 whole entry, looked up): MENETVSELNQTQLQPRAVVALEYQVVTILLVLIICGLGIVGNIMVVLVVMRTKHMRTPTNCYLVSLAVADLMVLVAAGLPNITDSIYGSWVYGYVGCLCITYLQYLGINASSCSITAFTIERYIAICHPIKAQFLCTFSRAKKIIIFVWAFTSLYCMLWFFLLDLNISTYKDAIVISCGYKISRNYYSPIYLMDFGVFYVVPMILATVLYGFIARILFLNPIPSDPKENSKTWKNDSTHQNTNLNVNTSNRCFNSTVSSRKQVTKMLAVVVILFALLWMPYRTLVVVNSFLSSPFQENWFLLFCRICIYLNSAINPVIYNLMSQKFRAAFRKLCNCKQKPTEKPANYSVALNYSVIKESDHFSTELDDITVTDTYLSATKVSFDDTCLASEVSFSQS
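Enhancer read-out: after compound pinning and an initial kinetic agonist-mode read, an EC20 of TRH (10 nM final) was injected and fluo-8 calcium signal (Ex 480/Em 530) followed at 1 s/cycle for 100 cycles in TRHR-expressing cells.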
Pin1 inh: inhibitors of human Pin1. Pin1 FP peptide displacement, HiFluor488, 10 min. Potency, µM (titrated, usually from 115 µM), for the others: at the top dose activity, negative = inhibition, actives largely listed as inhibitors. 390,000 compounds, 0.009% hits. AID 504891; active = well fitted inhibition curve with a large enough effect in the polarisation, with a control signal flat, not every such curve was filed as active; inconclusive = small, poorly fitted or top-dose-only effect, or effect the other way, or a change in a side signal; inactive = no such curve, though single readings can be large or run the other way; the % refers to the polarisation; note: potency is the fitted concentration of half-maximal effect; % is set by controls: 0 for no effect and ±100 for the full control effect
Target sequence (Q13526 whole entry, looked up): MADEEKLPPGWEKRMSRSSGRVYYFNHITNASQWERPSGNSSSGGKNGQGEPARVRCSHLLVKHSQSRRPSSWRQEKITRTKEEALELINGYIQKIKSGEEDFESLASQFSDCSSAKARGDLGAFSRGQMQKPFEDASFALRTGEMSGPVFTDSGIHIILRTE
rTrxR1 inhibitor: blocks rat thioredoxin reductase 1; O89049; recombinant rTrxR1, NADPH fluorescence consumption, selenite substrate; Potency, µM (doses to about 114 µM), without a hit: at the top dose activity change, negative = inhibition, hits mostly inhibitors; 390,000 compounds, 1% hits; AID 588453; note: potency is the fitted concentration of half-maximal effect; % is set by controls: 0 for no effect and ±100 for the full control effect; nearly all actives have a fitted effect of over 65% in size
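Rat TrxR1 (90 nM in the dispensed reagent) was pre-reduced with 400 uM NADPH for 5 min at room temperature, then incubated with compound for 15 min. After 400 uM selenite was added, NADPH fluorescence (Ex 340/Em 450 nm) was followed for 8 min.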
D2 antag: D2 dopamine receptor (human) antagonism; P14416; HEK293 TREx D2 cells, calcium flux, dopamine EC80; inhibition, % at 10 µM; 340,000 compounds, 2% hits; AID 485344; in the data active = inhibition above about 30%; note: 0% is about no effect
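Tetracycline-induced HEK293 T-REx cells expressing D2 force-coupled to calcium signalling were dye-loaded, exposed to compound for 180 s, then challenged with an EC80 of dopamine; calcium flux was followed kinetically for a further 180 s.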
TRHR agonist: TRH receptor (human) agonism; AID 493084; TRHR cells, calcium flux fluo-8, FDSS agonist mode; P34981; 360,000 compounds, 0.18% hits; activation, % at 2 µM; in the data active = activation above about 30%; note: 0% is about no effect
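Fluo-8-loaded TRHR cells; 10 s baseline, compound added, kinetic Ca2+ fluorescence read 1/s, agonist mode.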
USP1 inh: blocks the human USP1/UAF1 deubiquitinase complex. O94782. recombinant USP1/UAF1, Ub-Rhodamine cleavage fluorescence. Potency, µM (top dose mostly 57.1 µM), for inactives: top-dose activity change, negative = inhibition, actives largely listed as inhibitors. 390,000 compounds, 0.23% hits. AID 743255; note: potency is the fitted concentration of half-maximal effect; % is set by controls: 0 for no effect and ±100 for the full control effect; nearly all actives have a fitted effect of over 60% in size; inactives centre near -12
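In this screen, compounds sit with the deubiquitinase complex (1nM) for 15 min at room temperature before Ub-Rho is added at 150nM final. Fluorescence rise is then followed for 6 reads every 60 seconds.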
D2 ag: activates the human D2 dopamine receptor | P14416 | HEK293 T-REx D2 cells, calcium flux agonist mode | activation, % at 2 µM | 340,000 compounds, 0.53% hits;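 active = activation over 3 SD above normal in the single-dose calcium agonist read, cut at about 30% in these data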; note: 0% is about no effect
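Calcium-flux readout, 1 cycle/sec over 180 s following compound pin transfer, in inducible HEK293 Trex D2 cells (force-coupled); dopamine controls included. Positive calcium responses during this window marked compounds as potential agonists.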
Starred values were filed as active, the others as inactive; ? = inconclusive; / = not tested or not shown; & = joins results of further samples; [ ] = remark or other dose. Unless noted, calls come from the whole dose curve; as a rule, active = well fitted inhibition curve with a large enough effect; inconclusive = small, poorly fitted or top-dose-only effect; inactive = no such curve, though single readings can be large or run the other way. This is a subset (hit frequency here may not be typical).

mol | TrxR1 substrate | mIDH1 inhibitor | TRHR PAM | Pin1 inh | rTrxR1 inhibitor | D2 antag | TRHR agonist | USP1 inh | D2 ag
COc1ccc(-n2cc(CN(C)C(C)c3ccncn3)c(-c3cccc(F)c3)n2)cc1 (centres undefined) | 10% | 0% | -4 | 0% | 19% | -30 | 1.6 | -17% | -0.1
COC(=O)C1=C(N)Oc2cc(C)n(Cc3ccco3)c(=O)c2C1c1cccc(Cl)c1 (centres undefined) | 2%[57.1 µM] | -1% | -7 | 11% | -15%[57.1 µM] | 0 | -1.1 | -7% | 1.6
O=C(Oc1cccc2c(OC(=O)N3CCCC3)cccc12)N1CCCC1 | -1% | 14% | 1 | -1% | 4% | -32 | -2.8 | 3% | -2.9
CN(CCc1ccccn1)C(=O)CCC1CCCN(C(=O)c2cccc(N(C)C)c2)C1 (centres undefined) | 0% | 1% | 0 | 0% | 10% | 5 | 0.6 | -16% | -0.7
CCC(C)(C)C1CCC2(CC1)NC(=O)N(CC(=O)N(C)Cc1ccc3c(c1)OCCO3)C2=O (centres undefined) | -8% | -11% | 4 | 11% | -3% | 9 | 0.3 | -15% | -0.3
COc1ccc(OC)c(C(C)NC(=O)C23CC4CC(CC(C4)C2)C3)c1 (centres undefined) | -5% | -4% | -1 | 7% | 4% | 3 | -0.5 | 3% | -0.2
CCOC(=O)[C@H]1[C@H]2COc3ccccc3[C@@H]2N2C(=O)c3c(C)cc(C)cc3NC(=O)[C@@]12C | -5% | 3% | -6 | 1% | 21%[57.1 µM] | 16 | -0.5 | -24% | -0.5
CCOc1cc(C2NC(=O)c3c(sc4c3CCN(C)C4)N2)ccc1OC(=O)c1ccccc1Cl (centres undefined) | 18% | 16% | -1 | ? | 9% | / | -1.5 | -12% | -2.3
O=S(=O)(NCC1CCCO1)c1ccc(S(=O)(=O)N(Cc2ccccc2F)C2CCCCC2)cc1 (centres undefined) | 1% | -3% | / | 4% | 8% | / | / | 19% | /
Cn1c(N)c(C(=O)COC(=O)CNC(=O)c2ccccc2Cl)c(=O)n(C)c1=O | 0% | -9% | 1 | 8% | -2% | -4 | 0.7 | -17% | -0.1
O=S(=O)(Nc1cccnc1)c1ccccc1 | 13% | 8% | 1&5 | -1%&-11% | 28% | -4 | 0.9&-0.7 | -2% | -0.8
COc1ccc(-c2csc(Nc3cccnc3)n2)cc1 | -4% | -3% | 6 | -1% | 22% | 7 | -0.6 | -6% | -0.1
O=[N+]([O-])c1cc(C(F)(F)F)cc([N+](=O)[O-])c1N1CCCNCC1 | -10% | -2% | 4 | -1% | ? | -12 | 0.1 | -8% | 0.2
CCOCCn1ccc2c(OCC(=O)Nc3ccc(OC(F)(F)F)cc3)cccc2c1=O | -1%[57.1 µM] | -10% | -1 | -4% | 13%[57.1 µM] | / | -0.1 | -23% | 0.9
Cc1csc(NC(=O)CSc2nc(C(C)C)nc3c2c(=O)n(C)c(=O)n3C)n1 | 7%[57.1 µM] | -8% | 2 | 2% | -9%[57.1 µM] | -1 | -0.4 | -21% | -0.7
COc1cccc(CN2CC(C(=O)NCc3ccc(C)c(F)c3)CCC2=O)c1 (centres undefined) | 1% | -1% | -3 | -16% | 9% | 0 | 0.2 | -7% | -0.2
CC(NC(=O)Cn1ccc2cc(S(=O)(=O)N3CCCCCC3)ccc21)c1ccccc1 (centres undefined) | -1% | -4% | 2 | 27% | 23% | / | 1.3 | 9% | -0.7
Cc1ccc(Cl)cc1N1CCN(C(=O)CCCCCn2c(=O)[nH]c3ccccc3c2=O)CC1 | -10%[57.1 µM] | ? | 8 | 7% | 0%[57.1 µM] | / | 0.3 | -11% | -0.2
COCCNC(=O)c1cn(C)c2ccc(S(=O)(=O)N3CCCC3)cc2c1=O | -6% | 1% | 5 | 6% | 18% | 4 | 1.1 | -15% | 1.3
O=[N+]([O-])c1cccc(N=Cc2ccccc2)c1 | -6% | 2% | / | -8% | 1% | / | / | 5% | /
O=C1CC(Nc2ccc(N3CCOCC3)cc2)C(=O)N1C1CCCCC1 (centres undefined) | 8%[57.1 µM] | 4% | 7 | -10% | -12%[57.1 µM] | -8 | 0.5 | -2% | 0.3
O=C(COC(=O)c1cnccn1)Nc1ccc2c(c1)OCO2 | -7% | -2% | 0 | 8% | 3% | 8 | 0.2 | -7% | 0.2
COc1ccccc1N1CCN(c2nnc(-c3ccc(F)cc3)c3ccccc23)CC1 | 4%[57.1 µM] | -14% | 0 | 7% | 9%[57.1 µM] | -5 | -0.3 | -14% | -0.5
c1ccc(NC2=NCCN2CC2CCC2)cc1 | 9% | -2% | 0 | 1% | 16% | 6 | 0.2 | -24% | -0.1
Cc1ccc(S(=O)(=O)NC(C)C(=O)NC(C)c2cccs2)cc1 (centres undefined) | 4% | 13% | 3 | -1% | 22% | -1 | 0.0 | -6% | 0.4
COc1cc(NC(=O)COc2ccc(Br)cc2)ccc1NC(=O)C(C)C | -1%[57.1 µM] | -3% | 4 | 2% | 0%[57.1 µM] | -1 | 0.0 | ? | 0.5
Cc1ccc(-n2c(C)cc(C(=O)CSc3n[nH]c(N)n3)c2C)cc1 | -1% | 5% | -2 | -1% | -12% | -31 | -0.9 | -21% | -0.1
O=C(NCc1ccccc1)C(=O)NCC(c1cccs1)S(=O)(=O)c1cccs1 (centres undefined) | -1%[57.1 µM] | 56%[activator] | 1 | -3% | 9%[57.1 µM] | / | -0.1 | ? | 0.6
O=C(Nc1ccc(Nc2ccccc2)cc1)c1ccccc1 | 3% | 7% | / | 6% | 19% | / | / | -15% | /
CCC(C)NC(=O)CCSc1ccc(C)cc1 (centres undefined) | 6%[57.1 µM] | -1% | -8 | -12% | 7%[57.1 µM] | 16 | -0.3 | -17% | 0.0

mol | TrxR1 substrate | mIDH1 inhibitor | TRHR PAM | Pin1 inh | rTrxR1 inhibitor | D2 antag | TRHR agonist | USP1 inh | D2 ag
COc1ccc(N2C(=O)CSC2c2cccc(F)c2)c(OC)c1 (centres undefined) | -1%[57.1 µM] | -7% | -2 | 7% | 3%[57.1 µM] | -21 | -1.0 | -4% | /
COc1cccc(CN2CCN(C(=O)C3CCC(=O)N(C4CCCC4)C3)CC2)c1 (centres undefined) | 7% | 5% | -2 | -11% | -1% | -34 | 0.0 | -5% | -1.5
CCn1c(SCC(=O)OCc2ccccc2)nnc1-c1ccco1 | 1% | 1% | -5 | -8% | -29% | 4 | -0.9 | 2% | 0.2
CC1CCCC(C)N1C(=O)COC(=O)c1ccccc1O (centres undefined) | -7%[2.29 µM] | -7% | / | 3% | -15%[2.29 µM] | / | / | -11% | /
Cc1noc(C)c1S(=O)(=O)N(C)C[C@H]1Oc2c(NC(=O)NC(C)C)cccc2C(=O)N([C@H](C)CO)C[C@@H]1C | -2%[57.1 µM] | -5% | / | 0% | -13%[57.1 µM] | / | / | -5% | /
Cc1cccc(NC(=O)c2oc3ccccc3c2NC(=O)Cc2coc3cc(C)cc(C)c23)c1 | -2% | 2% | -5 | -2% | 4% | / | 0.3 | 37%[activator] | 0.9
c1coc(C2=NCCc3ccccc32)c1 | -5% | -7% | -4 | -9% | -1% | -11 | -0.2 | -27% | 0.0
CCOc1ccc(C(=O)NCC(=O)OCc2c(F)cccc2Cl)cc1OCC | -9%[57.1 µM] | 2% | -4 | 3% | 5%[57.1 µM] | -2 | -1.2 | -7% | -0.7
CCc1ccc(OCC(=O)NNC(=O)C2CCN(c3ncnc4sc(C)c(C)c34)CC2)cc1 | -2% | 0% | 8 | 20% | -5% | 12 | -0.5 | -13% | -0.5
Cn1ccnc1SCC(=O)Nc1ccc(F)c([N+](=O)[O-])c1 | 0% | -2% | -1 | -2% | 5% | / | 0.8 | -14% | /
N#CC1(NC(=O)CSc2nnc(Cc3ccccc3)o2)CCCCC1 | 5% | 4% | 17 | 2% | 30% | -24 | 0.8 | -18% | -0.2
COc1ccccc1NC(=O)c1cccc(N2C(=O)C3C4C=CC(C4)C3C2=O)c1 (centres undefined) | -4% | 0% | -1 | -6% | 11% | -1 | 0.0 | -17% | -1.0
CC(C)c1ccc(-n2cnn(-c3ncccc3[N+](=O)[O-])c2=O)cc1 | 16%[57.1 µM] | 9% | 2 | -6% | 28%[57.1 µM] | -11 | -1.6 | -19% | -2.8
CSc1ccccc1NC(=O)CN1CCN(Cc2ccccc2)CC1 | / | / | 9 | / | / | -4 | 0.4 | / | -0.2
CC(C)c1ccc(N2C(=NC(=O)C3CCCO3)SC3CS(=O)(=O)CC32)cc1 (centres undefined) | 6% | 7% | -4 | 2% | 16% | -1 | 0.1 | -16% | 0.1
CS(=O)(=O)NCCC1=CCCCC1 | -3% | 2% | 14 | 1% | -1% | -29 | -0.9 | -8% | 0.6
O=[N+]([O-])c1cccc(-c2nnc(SCc3cccnc3)o2)c1 | 4%[11.4 µM] | 0% | 4 | 6% | 10%[11.4 µM] | 16 | 0.0 | -22% | 0.2
CN(C)CCC(C(=O)c1ccccc1)c1cccnc1 (centres undefined) | 6%[57.1 µM] | 5% | / | -6% | 2%[11.4 µM] | / | / | -16% | /
Cc1ccc(Oc2c(C(F)(F)F)oc3c(CN4CCCCC4C)c(O)ccc3c2=O)cc1 (centres undefined) | 2% | 0% | 1 | -6% | -3% | / | -1.1 | -8% | 0.2
CC(C)c1ccc(NC2CCCN(C(=O)CN3CCOC3=O)C2)cc1 (centres undefined) | 0% | 8% | 13 | -2% | -11% | 16 | -0.9 | -9% | 0.1
Cc1ccc2c(c1C)-c1c(ccc(C)c1C)C(=O)C2=O | 45µM* | 12% | / | -7% | ? | / | / | 8.9µM* | /
Cc1ccccc1NC(=S)/C(=C(\[O-])c1ccc(C)c([N+](=O)[O-])c1)[n+]1ccccc1 | -11% | 2% | 1 | -7% | ? | -4 | -0.2 | -23% | 0.7
Nc1nc(C(=O)N2CCOCC2)nn1S(=O)(=O)c1ccc(Cl)cc1 | 0% | 7% | -3 | -9% | 15% | 12 | 0.4 | -4% | 0.7

Quoted from the listing:
Under TRHR PAM, CS(=O)(=O)NCCC1=CCCCC1 is listed with 14
Under TrxR1 substrate, COC(=O)C1=C(N)Oc2cc(C)n(Cc3ccco3)c(=O)c2C1c1cccc(Cl)c1 (centres undefined) is listed with 2%[57.1 µM]

Screens (PubChem BioAssay)
